Pol kappa inh: qHTS for Inhibitors of Polymerase Kappa. DNA polymerase kappa (Homo sapiens), Q9UBT6. purified Pol kappa, fluorescent DNA synthesis assay, 10 min. Potency, µM (highest dose often 107 µM), without a hit: at the highest dose activity, negative = inhibition, actives largely listed as inhibitors. 400,000 compounds, 0.53% hits; note: potency is the fitted concentration of half-maximal effect; % is set by controls: 0 for no effect and ±100 for the full control effect
Target sequence (Q9UBT6 whole entry, looked up): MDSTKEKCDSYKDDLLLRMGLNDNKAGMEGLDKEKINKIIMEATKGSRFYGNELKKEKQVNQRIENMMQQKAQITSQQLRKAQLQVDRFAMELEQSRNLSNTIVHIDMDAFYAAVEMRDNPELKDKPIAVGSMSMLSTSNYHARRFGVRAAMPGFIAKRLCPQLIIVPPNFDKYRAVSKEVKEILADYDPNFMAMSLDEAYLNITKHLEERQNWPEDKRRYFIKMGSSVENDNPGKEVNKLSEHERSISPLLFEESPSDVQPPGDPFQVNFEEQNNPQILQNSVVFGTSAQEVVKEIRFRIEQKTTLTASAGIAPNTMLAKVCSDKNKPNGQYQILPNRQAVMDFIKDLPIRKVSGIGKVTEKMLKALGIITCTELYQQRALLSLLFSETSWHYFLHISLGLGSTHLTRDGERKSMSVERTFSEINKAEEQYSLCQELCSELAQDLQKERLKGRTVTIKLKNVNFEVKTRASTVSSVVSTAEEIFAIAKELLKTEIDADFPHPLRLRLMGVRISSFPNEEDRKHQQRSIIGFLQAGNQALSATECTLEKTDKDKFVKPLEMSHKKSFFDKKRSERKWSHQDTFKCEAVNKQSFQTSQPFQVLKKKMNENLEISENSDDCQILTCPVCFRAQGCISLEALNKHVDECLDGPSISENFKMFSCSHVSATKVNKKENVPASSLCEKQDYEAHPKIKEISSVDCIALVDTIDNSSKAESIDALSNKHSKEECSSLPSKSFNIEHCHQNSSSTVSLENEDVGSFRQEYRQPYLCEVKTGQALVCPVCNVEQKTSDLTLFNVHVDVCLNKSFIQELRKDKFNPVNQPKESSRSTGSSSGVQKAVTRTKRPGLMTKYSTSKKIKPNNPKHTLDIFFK
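Enzyme at 10 nM met test compounds for 15 min at room temperature. Substrate addition (50 nM final) began the reaction, which was monitored by fluorescence at 0 and 10 min.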
POLI inh: qHTS for Inhibitors of Polymerase Iota | AID 588590, 2011 | 390,000 compounds, 1% hits | DNA polymerase iota (Homo sapiens), Q9UNA4 | Pol iota fluorescent replication assay, 10 min | Potency, µM (titrated, usually from 115 µM), for the others: at the top dose activity, negative = inhibition, most hits filed as inhibitors; note: potency is the fitted concentration of half-maximal effect
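Fluorescent replication assay read twice, at 0 min and 10 min after adding 50 nM (final) substrate. Enzyme (10 nM) and compounds were first incubated 15 min at room temperature; enzyme-free buffer wells were negative controls.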
POLB inh: qHTS Assay for Inhibitors of DNA Polymerase Beta | P06746 | Pol beta primer extension/strand displacement, fluorescence kinetic | Potency, µM (top dose mostly 114 µM), inactives show top-dose activity change, negative = inhibition, usual class: inhibitors | 340,000 compounds, 1.3% hits | AID 485314, 2010; note: potency is the fitted concentration of half-maximal effect; % is set by controls: 0 for no effect and ±100 for the full control effect
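Preincubation: enzyme (10 nM) with compound, 15 min, RT. Reaction: substrate added to 50 nM final. Reads: 0 and 10 min. Analysis: normalized, Hill fit.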
Apoferritin bind: qHTS Assay for Identification of Novel General Anesthetics | apoferritin/1-aminoanthracene competitive binding, fluorescence | Potency, µM (titrated, usually from 77.5 µM), for inactives: top-dose activity change, negative = displacement, most hits filed as inhibitors | 350,000 compounds, 0.074% hits; note: potency is the fitted concentration of half-maximal effect; % is set by controls: 0 for no effect and ±100 for the full control effect; nearly all actives have a fitted effect of over 20% in size
Target sequence (P02791 2-175 limits assumed): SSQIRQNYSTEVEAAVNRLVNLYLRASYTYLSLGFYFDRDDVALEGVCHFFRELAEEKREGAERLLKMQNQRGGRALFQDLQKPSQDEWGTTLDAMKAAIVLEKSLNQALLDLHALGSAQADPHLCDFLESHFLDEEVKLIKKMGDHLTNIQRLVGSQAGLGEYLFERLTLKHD
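Apoferritin-based anesthetic binding model; compound displacement of fluorescent 1-AMA measured as endpoint fluorescence after 10 minutes at room temperature, scaled to free-ligand and complex controls.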
Glioma ERSR ind: qHTS for Inducers of the Endoplasmic Reticulum Stress Response (ERSR) in Human Glioma: qHTS; U87-MG GRP78 promoter luciferase reporter, 16 h; Potency, µM, inactives show at the highest dose activation, usual class: activators; 420,000 compounds, 0.02% hits; AID 602332, 2012; note: potency is the fitted concentration of half-maximal effect; series mostly up to about 76 µM; % of control where 0% means no effect; nearly all actives have a fitted effect of over 35% in size
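Stably transfected U87-MG human glioma cells carrying a GRP78-based luminescent sensor were seeded at 1000 cells/well, pin-dosed with compounds and incubated 16 h. Luciferase reagent was then added, and end-point luminescence was read after 10 min at room temperature.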
LDHA block: qHTS assay for inhibitors of human lactate dehydrogenase; purified LDHA, NADH/diaphorase-resazurin fluorescence; hits give low values; activity change, % (values are at about 110 or 230 µM); 480,000 compounds, 0.15% hits; AID 1347041, 2019; in the data active = activity change below about -30%; inconclusive = mostly about -25% to -30%;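 note: plate controls were DMSO wells for no effect and wells without enzyme for full effect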
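LDH5 2 nM; NADH 0.06 mM, pyruvate 0.2 mM; 200 mM Tris pH 7.4, EDTA, Tween-20; 5 min RT. Detection: diaphorase 0.133 mg/mL + resazurin 37 µM, fluorescence ex540/em590 at 0 and 20 min; normalized to enzyme-free and DMSO wells.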
POLH inh: qHTS for Inhibitors of Polymerase Eta. DNA polymerase eta (Homo sapiens), Q9Y253. recombinant Pol eta, fluorescent DNA replication assay. Potency, µM (doses to about 114 µM), without a hit: at the highest dose activity change, negative = inhibition, actives largely listed as inhibitors. 390,000 compounds, 1.2% hits; note: potency is the fitted concentration of half-maximal effect; % is set by controls: 0 for no effect and ±100 for the full control effect
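Pol eta at 10 nM preincubated with compounds 15 min at room temperature; reaction started with fluorescent substrate (50 nM final) and read kinetically at 0 and 10 min.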
APE1 inh: qHTS Assay for Inhibitors of the Human Apurinic/apyrimidinic Endonuclease 1 (APE1) | 350,000 compounds, 0.35% hits | AID 2517, 2012 | Potency, µM (titrated, usually from 65.8 µM), without a hit: at the highest dose activity change, negative = inhibition, hits mostly inhibitors | recombinant APE1, TAMRA/BHQ-2 abasic DNA cleavage fluorescence;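 note: potency is the fitted concentration of half-maximal effect; plate controls were vehicle for no effect and reference inhibitor for full effect; nearly all actives have a fitted effect of over 55% in size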
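Endonuclease cleavage of a quenched abasic-site DNA duplex (50 nM) by APE1 (0.75 nM) was tracked by TAMRA dequenching. Compounds were preincubated with enzyme 15 min at room temperature; data normalized to buffer-only and DMSO wells plus NSC13755 control.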
BLM helicase inh: qHTS Assay for Inhibitors of Bloom's syndrome helicase (BLM); RecQ-like DNA helicase BLM (Homo sapiens), P54132; recombinant BLM DNA unwinding, fluorescence dequenching; Potency, µM (series often up to 56.1 µM), inactives show at the top dose activity change, negative = inhibition, usual class: inhibitors; 350,000 compounds, 0.2% hits; AID 2528, 2010;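 note: potency is the fitted concentration of half-maximal effect; plate controls were vehicle for no effect and no enzyme for full effect; nearly all actives have a fitted effect of over 35% in size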
Starred values were filed as active, the others as inactive; ? = inconclusive; . = not tested or not shown; & = joins results of further samples; [ ] = remark or other dose. Unless noted, calls come from the whole dose curve; as a rule, active = well fitted curve in the direction sought with a large enough effect; inconclusive = small, poorly fitted or top-dose-only effect, or another doubt; inactive = no such curve, though single readings can be large; an effect the other way counts as inactive or inconclusive. Some of the compounds tested; rates above refer to the full screens.

SMILES | Pol kappa inh | POLI inh | POLB inh | Apoferritin bind | Glioma ERSR ind | LDHA block | POLH inh | APE1 inh | BLM helicase inh
O=C(COc1ccccc1)Nc1sc2c(c1C(=O)Nc1ccccc1)CCCCC2 | ? | ? | 18µM* | 0% | -3% | 0 | 79µM* | . | -12%
CCc1cc2c(=O)n(-c3ccccc3)cnc2s1 | 2% | -15% | 26% | ? | 6% | -1 | -7% | 0% | 0%
COc1cccc(C2c3c(-c4ccccc4)n[nH]c3C(=O)N2c2ccc(C(=O)O)cc2)c1 (configuration not stated) | -5% | ? | -3% | -10% | -3% | -3 | -9% | 0% | 2%
Cc1ccc(S(=O)(=O)NCC(=O)N2CCc3ccccc3C2)cc1 | -6% | 23% | 91% | -9% | -4% | -5 | -15% | 0% | 1%
CCOC(=O)c1nn(-c2ccccc2)c(=O)cc1OCC(=O)Nc1cc(C)ccc1C | -12% | 13% | . | . | -3% | -6 | -22% | 4% | .
CC1=C([N+](=O)[O-])C(c2cccc(Br)c2)C2=C(N1)c1ccccc1C2=O (configuration not stated) | -5% | 12% | -23% | -19% | -8% | 2 | -17% | 0% | -13%
CC(=O)C1=C(O)C(=O)N(CCCO)C1c1ccccc1 (configuration not stated) | -5% | 14% | 9% | 0% | -6% | -10 | -9% | 13% | 2%
COc1ccc(CCN2C(=NC(C)=O)SC3CS(=O)(=O)CC32)cc1OC (configuration not stated) | -6% | 203%[activator] | -27% | 0% | -4% | -1 | -22% | 0% | 0%
COc1cccc(C2c3[nH]c4ccccc4c3C[C@H]3C(=O)N(CCCOC(C)C)CC(=O)N23)c1 (some centres not stated) | -11% | 28% | 15% | -12% | -2% | -4 | -23% | 12% | -10%
O=C(NCCN1CCN(Cc2ccccc2)CC1)C1c2ccccc2C(=O)N2CCc3ccccc3C12 (configuration not stated) | 9% | 14% | 23% | -12% | -4% | -1 | -10% | -2% | 0%
O=C(Cc1ccccc1F)Nc1cc(S(=O)(=O)N2CCOCC2)ccc1N1CCCC1 | 3% | 6% | . | . | -4% | -6 | -12% | 27% | .
O=C1C2CCCN2C(=O)N1CCCCN1CCN(c2ccccc2)CC1 (configuration not stated) | -20% | 15% | 15% | 2% | -3% | 0 | 5% | 12% | -7%
COC(=O)[C@@H](NC(=O)O[C@H]1C(=O)c2ccc(OC)cc2O[C@@H]1c1ccc2c(c1)OCO2)C(C)C | . | . | -21% | -18% | . | . | . | ? | 5%&-10%
CCNC(=O)C(=O)Nc1cc2c3c(c1)CCC(=O)N3CCC2 | 6% | 72%[activator] | 12% | 5% | -5% | -1 | -18% | -2% | -8%
CCOC(=O)C1CCN(C(=O)Nc2ccc(Cl)cc2)CC1 | -8% | 17% | -19% | -6% | -1% | 2 | 3% | 4% | -3%
Clc1nc(NCCN2CCOCC2)nc(NCc2ccccc2)n1 | -4% | -7% | 2% | -3% | -1% | -10 | -14% | 14% | -2%
COc1cc(CNC(=O)c2cc(C(=O)NCc3cc(OC)cc(OC)c3)n(C)n2)cc(OC)c1 | -16% | 23% | . | . | -7% | -4 | -15% | 11% | .
O=C(OCC#CCSc1nnc(-c2ccncc2)o1)c1sc2ccccc2c1Cl | -10% | 59%[activator] | 1% | -13% | -6% | -1 | -21% | 12% | -3%
O=C(O)c1ccc(-c2nc(-c3ccc(Cl)c(Cl)c3)cs2)cc1 | 11% | -5% | 10% | -1% | -1% | -5 | -15% | 7% | -13%
COc1ccc2c(C)c(C)c(=O)oc2c1OC | 1% | 89%[activator] | 3% | -12% | -5% | -7 | -9% | 2% | 1%
COc1ccccc1NC(=O)c1c(C)nn(-c2ccccc2)c1Cl | 3% | 20% | 12% | 2% | 4% | 0 | 0% | -11% | -14%
O=C(NCC1CCCO1)c1cccc(Oc2ccccc2)c1 (configuration not stated) | 1% | 16% | 3% | -13% | 4% | -4 | -6% | 15% | -1%
COCCSc1nnc(NC(=O)C2CC(=O)N(c3ccccc3)C2)s1 (configuration not stated) | -7% | 49%[activator] | 36% | -8% | 0% | -14 | -9% | -3% | -4%
O=C(Nc1cc(=O)[nH]c(=O)[nH]1)c1cc(Cl)ccc1Cl | -1% | 9% | 15% | -2% | -3% | -3 | -3% | 20% | -2%
C=CCNCCCCOc1c(Cl)cc(C)cc1Br | -13% | 9% | 25% | -18% | -4% | 0 | -7% | 11% | -11%

Another view of five compounds above.
The line under a structure holds: Pol kappa inh	POLI inh	POLB inh	Apoferritin bind	Glioma ERSR ind	LDHA block	POLH inh	APE1 inh	BLM helicase inh
COc1cccc(C2c3c(-c4ccccc4)n[nH]c3C(=O)N2c2ccc(C(=O)O)cc2)c1 (configuration not stated)
  -5%	?	-3%	-10%	-3%	-3	-9%	0%	2%
Cc1ccc(S(=O)(=O)NCC(=O)N2CCc3ccccc3C2)cc1
  -6%	23%	91%	-9%	-4%	-5	-15%	0%	1%
CCOC(=O)c1nn(-c2ccccc2)c(=O)cc1OCC(=O)Nc1cc(C)ccc1C
  -12%	13%	.	.	-3%	-6	-22%	4%	.
CC1=C([N+](=O)[O-])C(c2cccc(Br)c2)C2=C(N1)c1ccccc1C2=O (configuration not stated)
  -5%	12%	-23%	-19%	-8%	2	-17%	0%	-13%
CC(=O)C1=C(O)C(=O)N(CCCO)C1c1ccccc1 (configuration not stated)
  -5%	14%	9%	0%	-6%	-10	-9%	13%	2%

Exported as a markdown table: entries from further up
| smiles | Pol kappa inh | POLI inh | POLB inh | Apoferritin bind | Glioma ERSR ind | LDHA block | POLH inh | APE1 inh | BLM helicase inh |
| --- | --- | --- | --- | --- | --- | --- | --- | --- | --- |
| O=C1C2CCCN2C(=O)N1CCCCN1CCN(c2ccccc2)CC1 (configuration not stated) | -20% | 15% | 15% | 2% | -3% | 0 | 5% | 12% | -7% |
| COC(=O)[C@@H](NC(=O)O[C@H]1C(=O)c2ccc(OC)cc2O[C@@H]1c1ccc2c(c1)OCO2)C(C)C | . | . | -21% | -18% | . | . | . | ? | 5%&-10% |
| CCNC(=O)C(=O)Nc1cc2c3c(c1)CCC(=O)N3CCC2 | 6% | 72%[activator] | 12% | 5% | -5% | -1 | -18% | -2% | -8% |

Going on with the list:
SMILES | Pol kappa inh | POLI inh | POLB inh | Apoferritin bind | Glioma ERSR ind | LDHA block | POLH inh | APE1 inh | BLM helicase inh
CCCC1=Nc2cc(C(=O)N3CCC(C(N)=O)CC3)ccc2Sc2ccccc21 | -12% | -5% | 0% | -16% | -4% | -5 | -3% | 60%[activator] | 0%
CC1(C)CC(=O)C=C(NCc2ccncc2)C1 | -6% | 25% | 46% | -5% | -3% | -6 | -2% | -1% | -3%
Cc1ccc(NC(=O)C2C3C=CC4(O3)C2C(=O)N(CCCN2CCOCC2)C4C(=O)NC2CCCCC2)cc1Cl (configuration not stated) | -5% | 22% | 29% | -11% | 1% | 3 | -10% | 20% | -4%
O=c1c(-c2cccs2)nc2cncnc2n1-c1ccccc1 | -11%[60.1 µM] | . | . | . | -1% | . | . | 1% | 7%
NC(=O)C1CCN(C(=O)/C(=C/c2ccccc2)NC(=O)c2ccccc2)CC1 | 6% | 22% | 41% | -9% | -3% | -3 | -19% | 4% | 2%
COc1ccc(Br)cc1C(=O)NC(=S)Nc1cc(-c2nc3ccccc3[nH]2)ccc1C | -9% | 13% | 26% | -9% | -2% | -6 | ? | -2% | -1%
COc1cc2nc(CN3CCOCC3)n(CC(=O)NCC(F)(F)F)c(=O)c2cc1OC | 14% | -6% | 21% | 9% | 0% | 1 | -8% | 12% | -6%
CCCC1=C(C(=O)OCC)C(c2ccco2)C(C#N)=C(N)O1 (configuration not stated) | -7% | -2% | 6% | -4% | -3% | -1 | -17% | 15% | -3%
CCN(C[C@H]1N[C@@](C)(C(=O)OC)[C@H]2C(=O)N(C)C(=O)[C@@H]12)C(=O)Nc1ccc(C(F)(F)F)cc1 | -9% | -4% | . | . | -2% | -3 | -5% | 17% | .
CCN1CCN(C(CNS(=O)(=O)c2ccc(C)cc2)c2ccccc2)CC1 (configuration not stated) | 2% | -8% | 34% | -8% | 4% | -1 | -8% | 20% | 1%
Cc1ccc(C(=O)Oc2cccnc2)cc1[N+](=O)[O-] | -14% | 14% | 23% | 0% | 3% | -5 | 2% | 2% | -3%
COc1ccc(C2(CNC(=O)/C=C\c3ccco3)CCCC2)cc1OC | -15% | ? | -22% | 4% | -1% | -2 | ? | 2% | -9%
CCCCCCCCCCC1=C(C)C(=O)C(OC)=C(OC)C1=O | -14%[60.1 µM] | . | . | ? | 1%&-1% | . | . | -5%&8% | -9%
NC(N)=NS(=O)(=O)c1ccc(NC(=S)NC(=O)/C=C/c2ccccc2)cc1 | 10% | -5% | 34% | -6% | -3% | -4 | -10% | 3% | -9%
COC(=O)[C@@]1(Cc2ccccc2)[C@@H]2C(=CC(=O)[C@H]2CC(=O)C(=O)N(C)C)CN1C(=O)c1ccccc1 | 1% | -24% | -27% | 4%&-2% | -12% | 1 | -7% | 1%&-6% | -7%&-4%
Oc1ccc2ccc3[nH]cnc3c2c1 | -17% | ? | -17% | -2% | 6% | 1 | -7% | 18% | -8%
C=CCn1c(O)c(N=NC(=O)CNC(=O)c2ccncc2)c2ccccc21 | 9% | 4% | 22% | -8% | -3% | -1 | -11% | 50%[activator] | -1%
COCCN(C(=O)CNC(=O)c1ccco1)C(C(=O)NC1CCCCC1)c1cccc(OC)c1 (configuration not stated) | 1% | 8% | 3% | -2% | 2% | -7 | 15% | 1% | 2%
